PrPC TRFRET – inhibitors of human cell surface prion protein PrPC; inhibition, % at 13.8 µM; TR-FRET read-out; P04156; 370,000 compounds, 0.43% hits; in the data active means inhibition above about 24%; further: 0% = median of the test wells and 100% = reference compound wells
Vc quorum ag – induces V. cholerae light production without autoinducers. AID 588436. activation, % at 18.7 µM. 350,000 compounds, 0.16% hits. V. cholerae BH1578 lux reporter, luminescence, 6 h; in the data active means activation mostly above about 9.7%, no sharp cut-off; further: not every result past the cut was called active; inactives centre near 0; reference of the scale not given here
SSB-PriA inh – K. pneumoniae PriA-SSBct interaction inhibition. AID 1272365. 430,000 compounds, 0.6% hits. inhibition, % at 33 µM. AlphaScreen SSBct-PriA binding, biotinylated peptide; in the data active means inhibition mostly above about 37%, no sharp cut-off; inactive means mostly below about 20%;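 further: plate controls were negative control peptide for no effect and reference peptide for full effect; strong numbers were not always called active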
TcdB inh – blocks C. difficile toxin B glycohydrolase activity. TcdB glycohydrolase enzymatic assay, plate reader. P18177. inhibition, % at 9.99 µM. 350,000 compounds, 0.24% hits; in the data active means inhibition above about 10%
Rv3671c protease – inhibitors of M. tuberculosis serine protease Rv3671c. P9WHR9. inhibition, % at 5.96 µM. 320,000 compounds, 0.048% hits; in the data active means inhibition above about 38%;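 further: extracellular domain of Rv3671c used as enzyme; 0% = enzyme with DMSO and 100% = no enzyme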
Target sequence (P9WHR9 whole entry, looked up, the tested form may be a part): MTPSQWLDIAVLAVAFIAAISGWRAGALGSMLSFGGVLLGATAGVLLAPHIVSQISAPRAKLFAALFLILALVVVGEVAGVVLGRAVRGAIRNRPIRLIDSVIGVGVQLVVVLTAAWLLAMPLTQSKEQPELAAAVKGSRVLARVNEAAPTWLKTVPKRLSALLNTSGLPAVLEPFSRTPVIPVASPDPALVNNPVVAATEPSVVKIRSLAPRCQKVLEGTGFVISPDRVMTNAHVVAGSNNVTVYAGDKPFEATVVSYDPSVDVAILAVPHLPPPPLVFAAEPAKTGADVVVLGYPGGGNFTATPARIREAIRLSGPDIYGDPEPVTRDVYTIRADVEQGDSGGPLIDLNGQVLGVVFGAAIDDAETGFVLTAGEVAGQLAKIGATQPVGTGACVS
Y pestis TopoI – inhibitors of Yersinia pestis topoisomerase I | Y. pestis Topo-I cleavage product accumulation, plate reader | activity, % at 10 µM | 360,000 compounds, 0.064% hits | AID 504884; in the data active means activity above about 50%, passing the limit was not always enough; further: inactives centre near 2
CCHF vOTU inh – CCHFV vOTU protease inhibition; Pep-AMC fluorescence; inhibition, % at 11.5 µM; 370,000 compounds, 0.55% hits; in the data active means inhibition above about 30%; further: 0% = vehicle wells with enzyme and 100% = no enzyme wells
SARS 3CLpro inh – SARS-CoV 3CLpro protease inhibition. P0C6X7. recombinant SARS-CoV 3CLpro, quenched FRET peptide cleavage. inhibition, % at 6 µM. 290,000 compounds, 0.14% hits. AID 1706; in the data active means inhibition above about 12%
MazEF act – MazEF (E. coli) toxin RNase activation; activation, % at 20 µM; 350,000 compounds, 0.32% hits; AID 504720; FAM/BHQ RNA-DNA oligo cleavage fluorescence, 5 h; P0AE70; in the data active means activation above about 50%
Target sequence (P0AE70 whole entry, looked up): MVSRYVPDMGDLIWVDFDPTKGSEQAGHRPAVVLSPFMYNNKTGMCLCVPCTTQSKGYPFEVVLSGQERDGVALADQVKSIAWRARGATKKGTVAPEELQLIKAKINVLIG
VHR inh abs – DUSP3 (human) phosphatase inhibition; P51452; recombinant VHR phosphatase, pNPP absorbance; inhibition, % at 13.3 µM; 290,000 compounds, 0.52% hits; AID 1654; in the data active means inhibition above about 50%; further: some compounds called inactive have numbers as strong as hits
Target sequence (P51452 whole entry, looked up): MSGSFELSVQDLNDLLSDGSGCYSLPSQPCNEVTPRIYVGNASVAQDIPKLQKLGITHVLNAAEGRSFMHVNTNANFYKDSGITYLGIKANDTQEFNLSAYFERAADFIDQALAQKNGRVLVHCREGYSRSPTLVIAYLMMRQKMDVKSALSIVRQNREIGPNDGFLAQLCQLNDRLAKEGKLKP
* hit, by the source's call; i = inactive; . = not tested or not shown; & = joins results of further samples; ! = not active in a repeat.

| SMILES | PrPC TRFRET | Rv3671c protease | MazEF act | VHR inh abs | SSB-PriA inh | SARS 3CLpro inh | TcdB inh | Vc quorum ag | CCHF vOTU inh | Y pestis TopoI |
| --- | --- | --- | --- | --- | --- | --- | --- | --- | --- | --- |
| Cc1ccc(SC(C)C(=O)NC(N)=O)c(C)c1 (stereo unspecified) | -5 | -4 | 5 | -4 | -14 | 3 | 0.8 | -1.9 | 9 | 6 |
| O=C1CCCC2=C1C(c1cccnc1)Nc1ccccc1N2 (stereo unspecified) | 1 | -1 | 11 | 29 | 2 | -4 | . | 2.9 | -4 | -10 |
| O=C(c1cccc(Cl)c1)N1CCC(N2CCC(C(=O)N3CCOCC3)CC2)CC1 | -1 | -1 | -15 | 13 | -10 | 5 | 1.2 | -0.2 | -7 | 7 |
| Cc1nc(SCC(=O)NNC(=O)c2cccs2)[nH]c(=O)c1C | 5 | -12 | 0 | 6 | -1 | 0 | -0.7 | -0.4 | -4 | -2 |
| O=C(O)CCC(=O)Nc1ccc(C(=O)OCC(=O)c2ccc(Cl)cc2)cc1 | -6 | -4 | 0 | 11 | -25 | 1 | 1.5 | i | 10 | 1 |
| CC1=C(C(=O)N2CCOCC2)C(c2ccccc2F)C2=C(CC(C)(C)CC2=O)N1 (stereo unspecified) | -3 | 5 | 8 | 8 | -9 | 0 | . | -4.6 | -76 | -2 |
| CC(Oc1ccc2ccccc2c1)C(=O)NNC(=O)Nc1ccccc1F (stereo unspecified) | 6 | . | 2 | 27 | 8 | -1 | 1.6 | i | 12 | 6 |
| CCc1ncc(CN2CCC(C(=O)Nc3ccc(-n4nc(C)cc4C)cc3)CC2)cn1 | -9 | 2 | -11 | 22 | -22 | -4 | -0.2 | i | 3 | -4 |
| OCCNc1nc(Nc2cccc(O)c2)nc2ccccc12 | 7 | 6 | 1 | 1 | 9 | 0 | 2.7 | i | -3 | -10 |
| COc1ccc2oc(=O)c(C(=O)N3CCN(c4ccc(F)cc4)CC3)cc2c1 | -12 | -1 | -3 | 13 | -9 | -3 | . | -0.4 | 8 | 8 |
| Cc1ccc(NC(=O)CCNCc2ccco2)cc1S(=O)(=O)N(C)C | 7 | -5 | 4 | -5 | 1 | -2 | 2.2 | -0.3 | -4 | -15 |
| O=C(NCc1ccccc1Cl)C1CCCN1S(=O)(=O)c1ccc(F)cc1 (stereo unspecified) | 8 | 4 | 4 | -29 | 4 | 5 | 1.1 | i | -13 | 2 |
| Cc1nc2c(C(=O)NCc3ccc4c(c3)OCO4)c[nH]n2c(=O)c1Cc1ccccc1F | . | -7 | 1 | 11 | 8 | 1 | -0.3 | -0.3 | . | 2 |
| COCCNC(=O)C(C)OC(=O)c1cc2sccc2n1C (stereo unspecified) | -7 | -7 | 7 | 10 | -3 | -3 | . | -2.2 | 2 | 6 |
| Cc1ccc(OCC(=O)NCC(=O)Nc2ccc(F)cc2)c([N+](=O)[O-])n1 | -18 | -6 | -3 | 5 | -10 | 0 | . | -0.4 | -2 | -9 |
| NS(=O)(=O)c1ccc(NC(=O)CSc2ncccn2)cc1 | 5 | -1 | -7 | -7 | 5 | 3 | -0.6 | 2.4 | -4 | 5 |
| CCC(C)(C)C1CCC2(CC1)NC(=S)N(c1ccccc1)N2 (stereo unspecified) | 2 | 6 | -1 | -14 | 0 | 2 | -0.1 | -0.5 | 6 | -7 |
| CC1(C)C2CCC1(CS(=O)(=O)N1CCN(c3ccc(F)cc3)CC1)C(=O)C2 (stereo unspecified) | -11 | -2 | 19 | -8 | 2&2 | 2 | 0.5 | -0.1 | -2 | 3 |
| COc1ccc(CC(=O)N2CCN(c3ccccn3)CC2)cc1OC | -1 | 13 | 0 | -15 | 2 | 1 | . | i | 5 | 3 |
| Cc1ccc2c(c1Br)/C(=N/N1C(=O)c3ccccc3C1=O)C(=O)N2 | -24 | 8 | 21 | 6 | . | -1 | . | 6.6 | 8 | -13 |

| SMILES | PrPC TRFRET | Rv3671c protease | MazEF act | VHR inh abs | SSB-PriA inh | SARS 3CLpro inh | TcdB inh | Vc quorum ag | CCHF vOTU inh | Y pestis TopoI |
| --- | --- | --- | --- | --- | --- | --- | --- | --- | --- | --- |
| Cc1cc(NC(=O)CCCC(=O)NCc2ccccc2)no1 | 1 | 3 | -20 | 0 | -3 | 1 | 1.6 | i | -1 | 21 |
| C=CCS(=O)(=O)N1CCCC(C(=O)c2cccc(Cl)c2)C1 (stereo unspecified) | 10 | -2 | 2 | 21 | -2 | 0 | -0.5 | -0.2 | -7 | 4 |
| C=CCN(C(=O)CCC(=O)Nc1cc(C)on1)C(C(=O)NC1CCCC1)c1ccc(C)cc1 (stereo unspecified) | -2 | -2 | -3 | 26 | -5 | 3 | 1.2 | -0.1 | 2 | 20 |
| O=C(Nc1nccs1)c1nc[nH]c1C(=O)N1CCN(c2ccccc2)CC1 | 1 | 6 | -7 | . | -15 | . | -0.5 | -0.4 | -4 | -4 |
| N#Cc1nc(-c2ccc(OCc3ccc(Cl)cc3)cc2)oc1NCCCn1ccnc1 | -6 | 2 | -1 | 1 | -9 | -1 | . | -0.3 | -3 | -1 |
| O=C1C=CN(Cc2ccccc2)CC1 | 4 | 0 | 5 | 7 | -9 | . | 0.0 | i | 5 | -5 |
| CCOC(=O)c1c(NC(=O)CSc2ncn[nH]2)sc(C)c1C | 4 | -8 | -7 | -15 | -10 | 0 | . | -0.3 | 18 | 6 |
| CCOc1ccc(S(=O)(=O)N2CCN(C(=O)C3CSC4(C)CCC(=O)N34)CC2)cc1 (stereo unspecified) | 3 | 10 | -2 | . | -11 | . | 2.0 | 0.0 | -2 | 1 |
| CCCN(CCC)S(=O)(=O)c1ccc(C(=O)N2CC3CCC(CC3)C2)cc1 | 0 | -2 | -6 | 2 | -3 | 0 | 1.3 | 0.8 | -5 | 17 |
| CCOc1ccc(Cl)cc1-c1cc(C(=O)NCc2cccs2)[nH]n1 | 10 | . | . | . | . | . | 1.6 | i | 15 | -4 |
| CSc1nc2sc3c(c2c(=O)[nH]1)CC(C)(C)OC3 | -1 | -6 | 17 | -2 | -1 | 2 | -0.4 | -0.3 | -11 | 2 |
| Cc1ccc(-c2oc3ccccc3c(=O)c2O)cc1 | 5 | -6 | 8 | 2 | -8 | -1 | 0.7 | -0.2 | 2 | 22 |
| CCOC(=O)C1=C(c2ccccc2)OC(N)=C(C#N)C1c1cccnc1 (stereo unspecified) | 4 | 11 | 3 | 27 | -4 | 4 | 0.2 | -0.2 | 5 | 3 |
| CN(C)CCN(CC1CCCN(Cc2ccccc2F)C1)C(=O)Cc1ccc(F)c(F)c1 (stereo unspecified) | -1 | 0 | 9 | -6 | -4 | -2 | -0.7 | i | -9 | 7 |
| O=[N+]([O-])c1ccc(Oc2ccc(S(=O)(=O)N3CCCCC3)cc2)cc1 | -1 | -6 | 0 | -8 | -8 | 6 | . | i | -10 | 3 |
| CSCCC(NC(=O)c1ccc(Cl)cc1Cl)C(=O)NCc1ccncc1 (stereo unspecified) | -6 | 4 | 7 | . | -12 | . | 2.3 | -0.6 | -5 | 7 |
| O=C(CN(C(=O)CCC(=O)Nc1nccs1)c1ccc2c(c1)OCO2)NCc1ccc(F)cc1 | -3 | 1 | 13 | 10 | -1 | -6 | 0.6 | -0.1 | 8 | -1 |
| Cc1ccc(S(=O)(=O)Nc2cc3c4c(c2)CC(=O)N4CCC3)cc1 | 5 | 11 | 5 | . | 3 | . | -3.3 | -0.2 | 2 | -4 |
| Cn1c(=O)cc(C(=O)N/N=C/c2ccc(F)cc2)[nH]c1=O | 1 | -8 | -3 | 14 | i | 2 | -0.7 | 0.3 | -9 | -2 |
| Cc1cc(N2CCOCC2)c2c(N)c(Br)cc(C)c2n1 | -6 | 3 | 5 | 30 | -6 | 1 | . | i | 6 | -3 |

Part of the list above, limited to VHR inh abs, Rv3671c protease and Y pestis TopoI:
canonical_smiles	VHR inh abs	Rv3671c protease	Y pestis TopoI
CSCCC(NC(=O)c1ccc(Cl)cc1Cl)C(=O)NCc1ccncc1 (stereo unspecified)	.	4	7
CCC(C)(C)C1CCC2(CC1)NC(=S)N(c1ccccc1)N2 (stereo unspecified)	-14	6	-7
Cc1ccc(NC(=O)CCNCc2ccco2)cc1S(=O)(=O)N(C)C	-5	-5	-15

(more compounds)
| SMILES | PrPC TRFRET | Rv3671c protease | MazEF act | VHR inh abs | SSB-PriA inh | SARS 3CLpro inh | TcdB inh | Vc quorum ag | CCHF vOTU inh | Y pestis TopoI |
| --- | --- | --- | --- | --- | --- | --- | --- | --- | --- | --- |
| O=C(CSc1nnc(-c2ccco2)o1)NCC(=O)c1ccccc1 | 3 | -10 | 1 | 21 | 0 | -2 | . | i | 17 | 1 |
| CCC(=O)N1CCc2cc(S(=O)(=O)NCCc3ccc(S(N)(=O)=O)cc3)ccc21 | 0 | -1 | 6 | 78 | -5 | 3 | 0.9 | -0.5 | 8 | 1 |
| O=C(Cc1ccccc1[N+](=O)[O-])N1CCN(c2ccccc2F)CC1 | -5 | -10 | -2 | 18 | -2 | 0 | . | i | 13 | -4 |
| COC(=O)c1ccc(NC(=O)COc2cccc3c2OC(C)(C)C3)cc1 | 7 | -2 | 10 | . | 46*! | . | 0.5 | -1.4 | -7 | 16 |
| CCc1ccc(S(=O)(=O)NCc2cn3cccc(C)c3n2)s1 | 13 | 14 | 3 | 15 | 2 | -3 | . | 10 | 10 | 8 |
| CCOC(=O)CC1(C)NC(=O)c2c(C)sc(C(=O)OCC)c2N1 (stereo unspecified) | -5 | 0 | 3 | 6 | 1 | -8 | . | 3.1 | -46 | -7 |
| Cc1cccc(OCc2cc(-c3ccccc3)no2)c1C | -1 | -9 | 4 | 10 | -1 | -6 | -0.3 | -2.2 | -10 | 14 |
| C[C@@H]1CN([C@@H](C)CO)S(=O)(=O)c2ccc(Br)cc2O[C@H]1CN(C)Cc1ccc(-c2ccccc2)cc1 | -7 | . | -11 | . | . | . | 1.3&-1.7 | i | 10 | 4 |
| COc1ccc(OC)c(N(C(=O)c2snc(C(N)=O)c2N)C(C(=O)NCc2ccccc2)c2ccc(O)cc2)c1 (stereo unspecified) | -15 | -18 | 2 | -17 | 4 | 0 | 1.4 | -3.6 | 11 | 4 |
| CC(C)Sc1ccc(C(=O)Nc2ccc(F)cc2F)cn1 | 3 | 0 | 1 | -3 | -11 | 5 | 1.3 | -0.4 | 4 | -7 |
| COCC(C)NC(=O)c1oc2c(c1C)C1(CCC2)SCCS1 (stereo unspecified) | -5 | -9 | -6 | -17 | -5 | 6 | . | i | 5 | 13 |
| O=C1c2ccccc2S(=O)(=O)c2cc(C(=O)N3CCN(c4ncccn4)CC3)ccc21 | -17 | 9 | 1 | . | -1 | . | -1.0 | -0.4 | -3 | 23 |
| COC(=O)c1cc(S(=O)(=O)C(C)C)c(S(C)=O)s1 (stereo unspecified) | 1 | 0 | 2 | 19 | -14 | -3 | 3.3 | -0.2 | 1 | -3 |
| CCc1nc(SCC(=O)Nc2ccccc2OC)c2c(C)c(C)sc2n1 | 12 | -1 | -33 | 3 | -2 | 4 | 0.6 | 0.3 | 3 | 1 |
| Cc1sc(NC(=O)COc2cccc(-n3cnnn3)c2)c(C#N)c1C | 2 | 6 | 120* | 3 | -15 | 3 | -1.3 | i | -6 | 3 |
| COc1ccc(NC(=O)CCCN2C(=O)CCC2=O)cc1Cl | 2 | -4 | -2 | 1 | -11 | -1 | . | 0.1 | 0 | -13 |
| O=C(c1ccc(F)cc1)N1CCCC(c2ccccc2)C1 (stereo unspecified) | 3 | -5 | 3 | -5 | -11 | 0 | 0.1 | -0.2 | -7 | 21 |
| Cc1cc(O)c(CN2CC=C(c3ccccc3)CC2)cc1C(C)C | 3 | -1 | -10 | -4 | 4 | -1 | 0.3 | i | -15 | 14 |
| COc1ccc(CCNC(=O)c2ccc(NS(=O)(=O)c3ccc4[nH]c(=O)[nH]c4c3)cc2)cc1 | -6 | -11 | 1 | . | -4 | . | 0.3 | 10 | -9 | -2 |
| CCOc1ccc2nc(NC(=O)c3cnccn3)sc2c1 | -3 | -2 | 3 | 12 | -7 | 3 | . | i | -5 | -7 |
| O=C(NNC(=O)c1ccc2[nH]c(=O)c(=O)[nH]c2c1)c1cccc(Br)c1 | -6 | -10 | -9 | 15 | 0 | 11 | 0.3 | i | -1 | -1 |

Single values from above.
Vc quorum ag result of CCc1ccc(S(=O)(=O)NCc2cn3cccc(C)c3n2)s1 = 10
Rv3671c protease result of COCC(C)NC(=O)c1oc2c(c1C)C1(CCC2)SCCS1 (stereo unspecified) = -9

An excerpt (hit frequency here may not be typical).
